# Assay outcomes from PubChem BioAssay.
# DAX1 inh-1 = DAX1 (NR0B1) inhibitors on StAR promoter, primary screen, cell-based, luminescence, SF-1 (NR5A1), full-length DAX-1; HEK293T StAR-luciferase reporter, SF-1/DAX-1 repression relief; inhibition, % at 6.8 µM; 370,000 compounds, 1.1% hits; AID 652010, 2013;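 active = inhibition above the mean over all tested compounds plus 3 SD, cut at about 3.6% in these data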;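 also: 0% = DAX-1 cells with DMSO and 100% = cells lacking DAX-1 with DMSO; higher inhibition means more luminescence from relief of DAX-1 repression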
# ssDAF-12 act = S. stercoralis DAF-12 nuclear receptor activators, primary screen, cell-based, luminescence, HEK293, GRIP1 co-expression, lit1-tk-luc. Nuclear hormone receptor DAF-12 (Strongyloides stercoralis). HEK293 ssDAF-12/GRIP1 lit1-tk-luc reporter; % of 3 µM dafachronic acid response. activation, % at 6.8 µM. 370,000 compounds, 1% hits. AID 652126, 2013;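 active = activation above the mean over all tested compounds plus 3 SD, cut at about 0.9% in these data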;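 also: 0% = DMSO-only wells and 100% = 3 µM delta7-dafachronic acid wells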
# hgDAF12 agonist = H. glycines DAF-12 receptor agonists, primary screen, cell-based, luminescence, HEK293, GAL4 fusion, UAS-luciferase. HEK293 GAL4-hgDAF12 UAS-luciferase reporter, agonist luminescence; normalized to butyrate control. Nuclear hormone receptor DAF-12 (Heterodera glycines), GAL4 fusion. 370,000 compounds, 1.8% hits. activation, % at 6.8 µM;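 active = activation above a cutoff set at the mean of all screened compounds plus 3 SD, cut at about 10% in these data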;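 also: 0% = DMSO wells and 100% = sodium butyrate wells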
# PG9 binder = binders of HIV-1 gp120 antibody PG9, primary screen, biochemical, TR-FRET; HIV-1 gp120 / PG9 antibody interaction; 360,000 compounds, 0.43% hits; TR-FRET gp120-PG9 antibody binding; AID 624416, 2012; inhibition, % at 6.7 µM; in the data active = inhibition above about 8.5%
# PLC-beta3 inh = human PLC-beta3 inhibitors, primary screen, biochemical, fluorescence | 1-phosphatidylinositol 4,5-bisphosphate phosphodiesterase beta-3 (Homo sapiens), Q01970 | Purified PLC-beta3, fluorogenic substrate | inhibition, % at 12.2 µM | 370,000 compounds, 0.18% hits | AID 720704, 2013; in the data active = inhibition above about 11%;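 also: 0% = median of compound wells on plate and 100% = full blocker control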
# HGIII-sPLA2 inh = human group III sPLA2 inhibitors, primary screen, biochemical, QFRET, BODIPY PC-A2 liposome substrate; 370,000 compounds, 0.56% hits; Group 3 secretory phospholipase A2 (Homo sapiens), Q9NZ20; inhibition, % at 12.2 µM; AID 743126, 2013; QFRET BODIPY PC-A2 liposome hydrolysis, fluorescence;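 active = inhibition above mean plus 3 SD of compounds lying within the high and low control bounds, cut at about 19% in these data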;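 also: 0% = median of test compound wells and 100% = no enzyme DMSO wells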
# Target sequence (Q9NZ20 whole entry, looked up): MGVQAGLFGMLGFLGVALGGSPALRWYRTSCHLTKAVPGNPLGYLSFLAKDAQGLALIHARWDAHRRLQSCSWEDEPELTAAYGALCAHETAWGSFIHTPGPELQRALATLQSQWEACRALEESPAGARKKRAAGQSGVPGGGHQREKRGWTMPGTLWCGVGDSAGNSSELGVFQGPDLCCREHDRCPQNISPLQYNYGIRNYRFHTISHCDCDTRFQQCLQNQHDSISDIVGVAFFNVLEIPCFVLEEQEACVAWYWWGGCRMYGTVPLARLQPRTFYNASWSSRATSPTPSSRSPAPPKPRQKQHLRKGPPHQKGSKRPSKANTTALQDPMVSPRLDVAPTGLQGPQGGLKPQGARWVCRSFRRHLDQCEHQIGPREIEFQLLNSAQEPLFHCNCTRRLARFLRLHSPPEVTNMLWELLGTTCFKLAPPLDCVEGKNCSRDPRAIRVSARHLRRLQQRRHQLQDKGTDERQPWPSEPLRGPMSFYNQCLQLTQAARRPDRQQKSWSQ
# GAA850 FXN act = FXN promoter activators, primary screen, cell-based, luciferase luminescence, HEK293 lucGAA850. HEK293 lucGAA850 FXN promoter luciferase reporter, 24 h; percent of 10 µM SAHA response. activation, % at 6 µM. 360,000 compounds, 0.56% hits;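 active = activation above the average of all compounds screened plus 3 SD, cutoff fixed separately per campaign, cut at about 7.5% in these data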;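 also: 0% = DMSO wells and 100% = 10 µM SAHA wells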
# Rev-erbA mod = modulators of Rev-erb alpha DNA binding, primary screen, biochemical, FITC-DNA, fluorescence polarization, uHTS; Nuclear receptor subfamily 1 group D member 1 (Homo sapiens), P20393; activity, % at 10 µM; Rev-erbα–FITC-DNA binding, 90 min; AID 1259318, 2017; 370,000 compounds, 0.79% hits;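 active = activity above about 14%, limit read from the data; passing the limit was not always enough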;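 also: 0% = DMSO wells with 35 nM protein and 100% = DMSO wells with 750 nM protein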
# DAX1 inh-2 = DAX1 (NR0B1) inhibitors, primary screen, cell-based, HEK293, Gal4-DAX1, luciferase luminescence; Nuclear receptor subfamily 0 group B member 1 (Homo sapiens), P51843; inhibition, % at 6.75 µM; 340,000 compounds, 0.99% hits; AID 504766, 2011; HEK293 Gal4-DAX1 luciferase reporter;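 active = inhibition above the mean over all tested compounds plus 3 SD, cut at about 4.2% in these data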;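 also: 0% = DAX1-transfected cells with DMSO and 100% = empty-vector control cells with DMSO; inhibition shows as a rise in luminescence from relieved DAX1 repression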
# Target sequence (P51843 207-470 limits assumed): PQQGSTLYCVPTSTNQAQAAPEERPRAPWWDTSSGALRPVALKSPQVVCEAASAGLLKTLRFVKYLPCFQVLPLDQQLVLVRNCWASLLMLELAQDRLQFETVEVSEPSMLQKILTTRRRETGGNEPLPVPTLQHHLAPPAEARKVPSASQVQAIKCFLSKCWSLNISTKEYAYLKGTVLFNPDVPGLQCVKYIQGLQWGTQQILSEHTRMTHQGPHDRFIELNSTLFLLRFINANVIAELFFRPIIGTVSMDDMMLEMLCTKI
# SMARCA2 activ = SMARCA2 (BRM) function activators, primary screen, cell-based, luminescence, high throughput. MG213 cells, MMTV-luciferase reporter, dexamethasone, overnight. activation, % at 9.1 µM. 370,000 compounds, 1% hits. AID 652017, 2013; in the data active = activation above about 7.8%;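 also: 0% = vehicle wells and 100% = reference activator wells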
# hcDAF12 agonist = H. contortus DAF-12 nuclear receptor activators, primary screen, cell-based, luminescence, HEK293, lit1-tk-luc reporter | activation, % at 6.8 µM | HEK293 hcDAF-12 lit1-tk-luc reporter; 0% DMSO, 100% Δ7-dafachronic acid | 370,000 compounds, 1.4% hits | AID 652067, 2013;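 active = activation above the mean of all tested compounds plus 3 SD, cut at about 5.5% in these data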;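 also: 100% = response to 3 µM Δ7-dafachronic acid high control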
# Active calls of the source: *; i = inactive; . = no result given.
SMILES,DAX1 inh-1,ssDAF-12 act,hgDAF12 agonist,PG9 binder,PLC-beta3 inh,HGIII-sPLA2 inh,GAA850 FXN act,Rev-erbA mod,DAX1 inh-2,SMARCA2 activ,hcDAF12 agonist
O=C(O)c1cc(-c2ccccc2)n(-c2ccccc2C(=O)O)n1,-0.9,-0.8,2.0,1.4,0,7,1.4,11,-0.2,1,-0.3
CC(=O)N1CCC(C(=O)N2c3ccccc3N=C(c3ccc(C(F)(F)F)cc3)C2C(=O)NC2CCCC2)CC1 (centres undefined),0.1,0.0,-0.6,-0.6,i,-7,.,-11,.,0,2.0
Cc1cccc(C)c1-n1nnnc1SCc1nc(N)nc(N(C)C)n1,-5.7,-1.4,0.4,-1.8,2,-8,-1.7,-3,.,-1,-0.9
CC(C)(C)n1nnnc1CN1C2CCC1CC(NC(=O)Nc1ccccc1)C2 (centres undefined),-1.1,-1.1,-0.2,0.1,2,-7,-1.3,-2,-2.1,-3,-1.9
CCOC(=O)c1c(NC(=O)C2CCCO2)sc(C)c1C (centres undefined),-1.2,0.3,3.0,-0.9,-6,2,-0.2,-2,0.0,-2,-0.8
CCOc1ccc(S(=O)(=O)NCCC(=O)NCc2ccccn2)cc1,0.2,-0.1,0.3,0.6,-4,5,1.6,4,-1.5,-1,-2.9
CCCc1cc(Nc2ccc(C)cc2)n2ncnc2n1,0.0,-1.9,-1.4,-0.7,-1,3,0.7,5,-0.3,-4,-1.6
S=C(Nc1cccnc1)N1CCCCC1,0.8,-1.4,-2.9,1.4,0,6,-1.3,-4,0.4,-2,0.3
CC1(C)CC[C@]2(C(=O)O[C@@H]3O[C@H](CO)[C@@H](O)[C@H](O)[C@H]3O)CC[C@]3(C)C(=CCC4[C@@]5(C)CC[C@H](O[C@@H]6O[C@H](C(=O)O)[C@@H](O[C@H]7OC[C@@H](O)[C@@H](O)[C@@H]7O)[C@H](O)[C@H]6O)C(C)(C)C5CC[C@]43C)[C@@H]2C1 (some centres undefined),0.5,-1.6,1.0,-1.0,0,-21,-0.1,-8,0.1,1,-1.1
C/C(=N\Nc1nc2ccccc2[nH]1)c1ccc2c(c1)OCO2,0.5,-2.0,2.4,-4.9,-4,2,4.0,-3,-0.3,-3,-1.4
COc1ccc(NS(=O)(=O)c2cc3c4c(c2)C(C)C(=O)N4CCC3)cc1 (centres undefined),-0.4,-1.2,-1.9,2.2,-8,-17,0.8,-4,0.1,-1,-1.4
Cc1ccc(C(=O)Nc2ncnc3sc4c(c23)CCCCC4)cc1,0.9,-1.4,-2.8,-1.5,-6,-8,2.9,17,-1.0,-6,-2.7
C[C@@H](NC(=O)[C@@H]1CCCN1C(=O)[C@@H]1CCCN1C(=O)c1cccs1)c1ccccc1,-1.7,-1.1,-0.2,2.5,-1,1,.,1,.,-2,-1.5
COC(=O)C1=C(C)N(Cc2ccccc2C(F)(F)F)C(=NCc2ccc(C(F)(F)F)cc2)NC1c1ccc(F)cc1 (centres undefined),-0.8,-1.2,0.9,-2.7,3,-16,.,-6,.,0,-0.4
O=C1CC(c2ccco2)CC(O)=C1C=Nc1cc(Cl)ccc1Cl (centres undefined),-0.1,0.0,-0.4,-1.2,-5,-8,1.4,-7,0.4,1,-0.8
CN(C)/C=C/C(=C\C(=O)C(F)(F)F)Nc1ccc(C(F)(F)F)cc1,0.2,-0.6,2.5,-1.6,-35,-4,-0.3,1,1.2,2,-0.1
COc1ccc(-c2nc3ncccc3o2)cc1NC(=O)c1ccco1,-0.8,-0.8,-1.9,-2.2,-4,4,-1.8,2,1.6,-2,-0.8
COc1ccc2[nH]cc(CCNC(=O)c3ccc([N+](=O)[O-])cc3)c2c1,-0.4,-0.9,-2.0,0.9,-7,-28,0.6,3,-0.4,2,-0.1
CC(C)Cn1nc(-c2ccccc2)c2ccccc2c1=O,0.2,-0.7,-1.3,-0.9,-5,10,1.4,1,1.2,-4,-1.9
COc1ccc(NC(=O)CN(C)C(=O)c2cc(S(=O)(=O)N3CCCCCC3)ccc2OC)cc1,0.9,-1.0,-0.8,0.2,-4,12,-0.1,0,-0.8,-2,0.4
CC(C)Oc1ccc(C(CC(=O)NCc2ccco2)c2ccccc2)cc1 (centres undefined),0.1,-1.7,-2.7,-0.7,3,-14,-3.9,-1,-1.1,-1,-2.5
COc1ccc(CCNC(=O)COC(=O)/C=C/c2cccs2)cc1,0.6,0.3,-4.2,1.1,-6,1,-1.7,-4,-0.3,-3,-0.5
COC(=O)C1CC(O)CN1C(=O)NC1CCCCC1 (centres undefined),0.3,-1.6,-0.8,0.6,2,1,.,3,.,-2,0.0
COCCCNC(=O)c1oc2ccc(S(=O)(=O)N(C)C3CCCCC3)cc2c1C,-1.2,-1.4,-2.8,0.9,1,-10,-2.2,-1,-0.9,-2,-3.0
COc1ccc(CNC(=O)C2(CC3CC(c4ccccc4)=NO3)CCN(C(=O)C3(C)CC3)CC2)cc1 (centres undefined),0.5,-1.4,-2.5,-1.4,7,0,-0.6,-2,-1.5,-2,-1.8

# Further entries:
SMILES,DAX1 inh-1,ssDAF-12 act,hgDAF12 agonist,PG9 binder,PLC-beta3 inh,HGIII-sPLA2 inh,GAA850 FXN act,Rev-erbA mod,DAX1 inh-2,SMARCA2 activ,hcDAF12 agonist
O=C(c1ccco1)N1CCN(S(=O)(=O)c2ccc(Br)cc2)CC1,0.0,-1.2,-1.6,-0.1,1,1,-0.4,-1,0.0,-3,-0.5
CC(C)(C)[C@H]1COC(=O)[C@@H](Cc2ccc(F)cc2)CC/C=C/C[C@@H](CC(=O)N[C@@H](CO)Cc2ccccc2)C(=O)N1,-0.2,-1.7,-2.9,-4.1,2,-20,-2.8,-1,-1.6,1,-3.1
CC(NC(=O)CNC(=O)[C@@H]1Cc2ccccc2CN1)c1ccccc1 (some centres undefined),-0.4,-0.2,0.6,0.6,-5,1,0.1,-1,0.6,3,-2.4
Cc1cccc(C(=O)Nc2ccc(CC(=O)O)cc2)c1,-1.1,-2.4,-8.9,-0.7,6,8,-8.4,-1,-1.8,-10,-2.9
O=C(NC(C(=O)N/N=C/c1c2ccccc2cc2ccccc12)c1n[nH]c(=O)c2ccccc12)c1ccccc1 (centres undefined),0.1,-0.9,-1.0,-1.6,-139,19,-3.2,9,-1.1,-1,-2.3
COc1ccc(CN=C2NN=C(c3ccccc3)CS2)cc1,0.3,-1.0,4.5,-1.4,-5,0,1.4,1,-0.9,2,-0.1
CC(C)OCCCN(C)C1CCN(S(=O)(=O)c2ccc(-c3cc(C(F)(F)F)no3)s2)CC1,0.1,-1.0,0.6,-2.0,2,-15,-0.7,7,0.2,-2,1.6
COc1ccc(NC(=O)c2csc(C)c2)cc1OC,3.4,-0.4,5.5,-0.8,1,1,1.9,6,-0.4,-3,-1.2
COC(=O)[C@]12C[C@H](CC(=O)N3CCSCC3)C(=O)N(Cc3ccc4c(c3)OCO4)C1=C[C@H](COCc1ccccc1)O[C@@H]2C,-0.6,-1.4,1.6,-0.7,4,-6,.,2,.,-6,-1.7
CN1CC(=O)N(C)c2nc(Br)n(C)c2C1=O,0.1,-1.6,0.9,1.0,1,16,-2.5,-3,0.6,5,-0.6
CCn1cc(Br)c(C(=O)Nc2cccc(SC)c2)n1,-0.2,-1.1,6.5,1.2,-1,-4,2.8,-1,0.2,8.0*,2.1
CCCCc1nc(SCC(=O)Nc2cccc(Cl)c2)n[nH]1,0.3,-0.3,4.4,0.5,-12,-18,1.3,0,0.9,-1,-0.8
COCc1cc(N2CCN(C(=O)OC(C)(C)C)C[C@H]2C)ccc1N1CCN(Cc2ccccc2)[C@@H](C)C1,-0.8,-1.4,2.9,-1.8,-5,6,.,-1,.,-4,-1.7
O=C(COc1cccnc1[N+](=O)[O-])Nc1cccc(S(=O)(=O)N2CCCCC2)c1,-0.3,-0.7,-1.9,0.2,1,4,2.1,4,-0.8,-3,-2.5
CCc1ccccc1NC(=O)NNC(=O)CCc1ccccc1,-0.3,-0.9,-0.4,1.6,-10,-14,2.2,2,-0.3,-3,-0.9
CC(C)Oc1cccc(C(=O)Nc2nnc([C@@H]3C[C@H](O)[C@@H](CO)O3)s2)c1,0.4,1.0*,0.3,0.1,0,6,0.4,2,.,0,0.8
COc1ccc(-c2nc(N3CCCC3)[nH]c(=O)c2C#N)cc1,-0.4,-1.1,-0.7,0.4,-2,0,0.7,1,0.0,0,-1.6
Cn1nc(C(F)(F)F)c(-c2ccccc2)c1NC(=O)CSCC(=O)O,-0.5,-0.9,-1.8,-1.5,-6,0,1.7,-6,-1.2,2,0.1
C[C@H]1CN([C@@H](C)CO)C(=O)c2cc(C3=CCCC3)cnc2O[C@@H]1CN(C)C(=O)c1ccncc1,-1.4,-1.4,0.5,-0.5,2,-3,0.1,2,1.8,-2,-1.5
Cc1ccc2nc(-c3ccc(NC(=O)CNC4CC4)cc3)sc2c1,5.7*,2.4*,21*,1.8,-48,-3,3.5,-1,3.7,11*,4.8

# Four neighbouring entries already listed, quoted:
SMILES,DAX1 inh-1,ssDAF-12 act,hgDAF12 agonist,PG9 binder,PLC-beta3 inh,HGIII-sPLA2 inh,GAA850 FXN act,Rev-erbA mod,DAX1 inh-2,SMARCA2 activ,hcDAF12 agonist
O=C(c1ccco1)N1CCN(S(=O)(=O)c2ccc(Br)cc2)CC1,0.0,-1.2,-1.6,-0.1,1,1,-0.4,-1,0.0,-3,-0.5
CC(C)(C)[C@H]1COC(=O)[C@@H](Cc2ccc(F)cc2)CC/C=C/C[C@@H](CC(=O)N[C@@H](CO)Cc2ccccc2)C(=O)N1,-0.2,-1.7,-2.9,-4.1,2,-20,-2.8,-1,-1.6,1,-3.1
CC(NC(=O)CNC(=O)[C@@H]1Cc2ccccc2CN1)c1ccccc1 (some centres undefined),-0.4,-0.2,0.6,0.6,-5,1,0.1,-1,0.6,3,-2.4
Cc1cccc(C(=O)Nc2ccc(CC(=O)O)cc2)c1,-1.1,-2.4,-8.9,-0.7,6,8,-8.4,-1,-1.8,-10,-2.9
